Compound activity (PubChem)
KCNH2 3.1 block: qHTS for Inhibitors of KCHN2 3.1: Mutant qHTS; Potassium voltage-gated channel subfamily H member 2, brain isoform KCNH2 3.1 (human); activity change, % (tested at about 1.8 µM); U2OS KCNH2 3.1, thallium flux FluxOr; stronger effect = lower value; 340,000 compounds, 0.95% hits;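 active = maximum activity change below -70%; inconclusive = maximum activity change from -70% to -50%; inactive = maximum activity change above -50%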;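 note: thallium influx rate constant from kinetic fluorescence after stimulation buffer; % is set by controls: 0 for no effect and ±100 for the full control effect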
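FluxOr-based Tl+ influx in U2OS cells transduced with KCNH2 3.1 virus; rate constants normalized to DMSO controls.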
TCR act: Activators of T cell receptors: qHTS campaign; primary human leukocytes, anti-CD3, IL-2 HTRF, 48 h; Potency, µM (highest dose often 9.22 µM), for the others: at the top dose activation of IL-2 secretion, actives largely listed as activators; AID 504894, 2011; 330,000 tested, under 10 active; note: % of control where 0% means no effect
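Human primary leukocytes + a-CD3 beads + cpd, 48 hr; IL-2 in supernatant by HTRF (ex 320nm / em 665nm). No co-stimulatory signal supplied.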
Eya2 phos inh: qHTS Assay for Inhibitors of the Phosphatase Activity of Eya2 | 330,000 compounds, 0.006% hits | AID 488837, 2010 | recombinant Eya2, OMFP fluorescence dephosphorylation (OMFP is methylfluorescein phosphate) | Potency, µM (series often up to 76.9 µM), without a hit: at the top dose activity, negative = inhibition, hits mostly inhibitors; note: potency is the fitted concentration of half-maximal effect; % is set by controls: 0 for no effect and ±100 for the full control effect
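Eya2 (0.2 uM) preincubated 10 min at ambient with compound, then OMFP substrate added at 50 uM; 10 min reaction in 50 mM HEPES pH 7.5, 50 mM NaCl, 5 uM MgCl2, 0.05% BSA, 1 mM DTT. Fluorescence read at Ex 485/Em 525 nm.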
Mito fusion yeast: qHTS Assay for Small Molecule Inhibitors of Mitochondrial Division or Activators of Mitochondrial Fusion; S. cerevisiae fusion-defective mutant growth rescue, CellTiterGlo 48 h; Potency, µM (doses to about 46.1 µM), inactives show at the highest dose growth rescue (activation), actives largely listed as activators; 320,000 compounds, 0.23% hits; AID 485298, 2010;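 note: potency is the fitted concentration of half-maximal effect; % of control where 0% means no effect; nearly all actives have a fitted effect of over 45% in size; temperature-sensitive fusion mutants such as fzo1-1 at 37 °C on non-fermentable ethanol glycerol medium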
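Read-out: ATP-based luminescence (CellTiterGlo, 10 min ambient) reporting growth of fusion-defective ts yeast after 48 hours at 37C on glycerol/ethanol YPEG medium in the presence of compound.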
TRPV1 ag: HTS Assay for Compounds that Act as Agonists of the Vanilloid Receptor 1. Transient receptor potential cation channel subfamily V member 1 (Homo sapiens), Q8NER1. TRPV1-expressing cells, Fluo-8 calcium influx, agonist mode. activation, % at 8.33 µM. 320,000 compounds, 0.19% hits. AID 540275, 2011; in the data active = activation above about 80%; inconclusive = between about 30% and that limit; note: 0% is about no effect
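TRPV1-expressing cells were cultured overnight at 35.5C and loaded with Fluo-8 calcium dye for 40 to 90 min at room temperature. After a 10 s baseline, compound was added and calcium influx was read kinetically for 3 min (ex 480/em 520 nm).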
ELG1 repair inh: qHTS screen for small molecules that inhibit ELG1-dependent DNA repair in human embryonic kidney (HEK293T) cells expressing luciferase-tagged ELG1. HEK293T ELG1-luciferase reporter, luminescence, 16 h; DNA damage induced by 5-fluorouridine. Potency, µM (series often up to 46.1 µM), without a hit: at the top dose activity change, negative = inhibition, hits mostly inhibitors. 330,000 compounds, 2.3% hits; note: potency is the fitted concentration of half-maximal effect; % is set by controls: 0 for no effect and ±100 for the full control effect; nearly all actives have a fitted effect of over 55% in size
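Reporter activity after DNA damage by 5-fluorouridine is monitored. Compound-treated cells incubate 16 hr at 37 °C, then ONE-Glo is added for 30 min before luminescence reading.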
A-T KAP1 phos: qHTS Assay for Identifying a Potential Treatment of Ataxia-Telangiectasia. […] A-T fibroblasts, KAP-1 phosphorylation AlphaLISA; neocarzinostatin DNA damage 30 min before lysis. 320,000 compounds, 0.19% hits. Potency, µM (series often up to 57.5 µM), for inactives: at the top dose activation, actives largely listed as activators; note: potency is the fitted concentration of half-maximal effect; % of control where 0% means no effect; nearly all actives have a fitted effect of over 45% in size
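ATM-like activity read as KAP-1 phosphorylation via AlphaLISA donor/acceptor antibody pairs after lysis and 6 hr at 25C. Cells were ATM-null patient fibroblasts ([…], hTERT), dosed 60 min, then exposed to the DSB inducer NCS for 30 min.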
TSHR antagonist: Antagonists of the Thyroid Stimulating Hormone Receptor: HTS campaign; Thyrotropin receptor (Homo sapiens), P16473; TSHR-expressing cells, TSH-stimulated cAMP HTRF, 2 h; stronger effect = lower value; activity change, negative = inhibition, % at 11.5 µM; 330,000 compounds, 0.2% hits; AID 504810, 2011;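 active = activity change below a set negative limit, meaning inhibition stronger than a set level, cut at about -70% in these data; inconclusive = activity change between two set negative limits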; note: % is set by controls: 0 for no effect and ±100 for the full control effect
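Competitive HTRF cAMP read-out (cryptate anti-cAMP antibody, cAMP-d2; 30 min, room temperature) in freshly harvested TSHR cells. Compounds added before TSH at EC80 (4nM final), followed by 2 hours' incubation at 37 deg C.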
USP2a inh: qHTS Assay for Inhibitors of Ubiquitin-specific Protease USP2a Using CHOP2 as the Reporter | Ubiquitin carboxyl-terminal hydrolase 2 (Homo sapiens), O75604 | USP2 core, Ub-CHOP2 coupled fluorogenic reporter, 485/531 | Potency, µM (titrated, usually from 38.3 µM), for the others: at the highest dose activity change, negative = inhibition, most hits filed as inhibitors | 330,000 compounds, 0.01% hits | AID 463254, 2010;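 note: potency is the fitted concentration of half-maximal effect; plate controls were DMSO wells for no effect and full inhibition by NEM control for full effect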
Target sequence (O75604 whole entry, looked up): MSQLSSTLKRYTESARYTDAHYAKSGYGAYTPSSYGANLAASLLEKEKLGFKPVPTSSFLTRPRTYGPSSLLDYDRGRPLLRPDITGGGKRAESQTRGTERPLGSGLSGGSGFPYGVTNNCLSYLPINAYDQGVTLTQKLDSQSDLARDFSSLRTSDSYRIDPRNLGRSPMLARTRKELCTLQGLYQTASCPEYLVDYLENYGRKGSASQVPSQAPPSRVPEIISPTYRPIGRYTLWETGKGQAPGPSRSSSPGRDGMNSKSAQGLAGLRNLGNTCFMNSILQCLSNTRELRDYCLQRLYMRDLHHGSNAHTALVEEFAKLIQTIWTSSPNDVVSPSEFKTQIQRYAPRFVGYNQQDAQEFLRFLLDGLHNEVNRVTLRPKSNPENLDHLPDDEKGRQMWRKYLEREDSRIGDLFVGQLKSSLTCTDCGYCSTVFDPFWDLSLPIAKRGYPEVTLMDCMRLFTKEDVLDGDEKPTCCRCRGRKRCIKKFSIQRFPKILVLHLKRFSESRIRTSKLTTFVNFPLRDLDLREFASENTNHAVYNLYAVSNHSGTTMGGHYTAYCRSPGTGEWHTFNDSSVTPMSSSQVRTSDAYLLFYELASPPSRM
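Cell-free coupled assay: 10nM USP2 core preincubated 30min RT with compound in Tris-HCl pH 8.0/CaCl2/CHAPS buffer, then 25nM Ub-CHOP2 and 25nM reporter substrate; fluorescence (Ex 485/Em 531) read after 60min RT, normalized to NEM inhibition, concentration-response curves fitted.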
hERG WT inh: qHTS for Inhibitors of KCHN2 3.1: Wildtype qHTS | Voltage-gated inwardly rectifying potassium channel KCNH2 (Homo sapiens), Q12809 | U2OS, BacMam KCNH2, thallium flux FluxOr; stronger effect = lower value | activity change, % at 1.84 µM | 340,000 compounds, 0.37% hits;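 active = maximum activity change below -70%; inconclusive = maximum activity change between -70% and -50%; inactive = maximum activity change above -50%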; note: % is set by controls: 0 for no effect and ±100 for the full control effect
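U2OS cells were transduced with wild-type KCNH2 virus (2.03 x 10^8 / mL) for 4 h at room temperature, then cultured overnight at 37 C. Thallium flux was read with FluxOr dye. Rate constants were normalized to DMSO controls.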
The depositor's hits bear a star; ? = inconclusive; · = no result given; [ ] = another dose, or the depositor's remark. Unless noted, calls come from the whole dose curve; as a rule, active = well fitted curve in the direction sought with a large enough effect; inconclusive = small, poorly fitted or top-dose-only effect, or another doubt; inactive = no such curve, though single readings can be large; an effect the other way counts as inactive or inconclusive.

(1) CCOC(=O)Cn1nc(C)c(NC(=O)CCc2ccccc2)c1C
(2) COC(=O)c1nc(Cl)c(Cl)c(N)c1Cl
(3) Cc1ccccc1NC(=O)NC1(C(=O)NCC2CCCO2)CCCCC1 (stereo not drawn)
(4) O=C(CCN1C(=O)c2ccccc2C1=O)Nc1ccc(S(=O)(=O)N2CCOCC2)cc1
(5) O=C(Cc1ccc(F)cc1)NC1CCCCCC1
(6) COc1c(Cl)ccc(Cl)c1C(=O)NC(=O)Nc1nc(C)cc(C)n1
(7) O=[N+]([O-])c1ccc(F)cc1OCc1nc(-c2cccs2)no1
(8) CC1CCN(c2cc(=O)n(C3CCCCC3)c(=O)[nH]2)CC1
Screen / compound no.	1	2	3	4	5	6	7	8
KCNH2 3.1 block	-4	3	18	9	-87*	·	-6	-1
TCR act	-3%	-6%	1%	3%	·	1%	0%	-1%
Eya2 phos inh	-2%	-19%	12%	-22%	-6%	4%	-13%	-11%
Mito fusion yeast	4%	6%	0%	-8%	3%	7%	-1%	-3%
TRPV1 ag	-2	-3	-4	-1	?	1	1	18
ELG1 repair inh	1%	-1%	4%	-10%	?	-1%	?	?
A-T KAP1 phos	-3%	1%	6%	1%	6%	14%	-2%	10%
TSHR antagonist	1	-9	2	6	-12	-15	0	-6
USP2a inh	2%	-1%	2%	2%	1%	4%	1%	0%
hERG WT inh	5	1	-4	-14	3	-15	3	-4

(9) COc1ccc(C)cc1S(=O)(=O)Nc1ccccc1
(10) c1ccc(-c2cc(-c3nnc4sc(-c5ccccn5)nn34)[nH]n2)cc1
(11) Cn1c(SCc2c(F)cccc2Cl)nnc1-c1cccs1
(12) CC(=O)Oc1ccc(C(=O)Nc2cc(C)on2)cc1
(13) O=C(O)c1ccc(Cn2cc(C(F)(F)F)ccc2=O)cc1
(14) Cc1ccc(C(=O)N2CCN(c3ccccc3)CC2)cc1S(=O)(=O)N1CCCC1
(15) CC(C)CCN1CCN(Cc2nc(-c3ccc(F)cc3)cs2)CC1CCO (stereo not drawn)
(16) CC(CN1C(C)CCCC1C)OC(=O)c1cccc(F)c1 (stereo not drawn)
Screen / compound no.	9	10	11	12	13	14	15	16
KCNH2 3.1 block	1	6	-1	-4	2	11	5	0
TCR act	0%	2%	8%	10%	-1%	-2%	3%	0%
Eya2 phos inh	0%	21%[15.4 µM]	-11%	15%	6%	1%	6%	4%
Mito fusion yeast	-2%	5%	7%	2%	-8%	1%	3%	3%
TRPV1 ag	-2	-4	1	0	-2	19	0	-1
ELG1 repair inh	3%	?	?	?	0%	16µM*	-14%	14%
A-T KAP1 phos	-1%	7%	0%	14%	4%	3%	-6%	14%
TSHR antagonist	-9	0	-2	-1	-1	7	8	6
USP2a inh	1%	7%	2%	-1%	2%	0%	1%	5%
hERG WT inh	-24	-1	0	-4	-7	6	0	6

(17) CN(C)S(=O)(=O)c1ccc(NC(=O)CN2C(=O)NC(Cc3ccccc3)C2=O)cc1 (stereo not drawn)
(18) CCOc1cc(CNCCc2ccc(S(N)(=O)=O)cc2)ccc1OCc1ccc(Cl)cc1
(19) COc1ccc(-c2nc(-c3cccs3)c(-c3cccs3)[nH]2)cc1O
(20) COC(=O)c1sc(NC(=S)NC(=O)c2ccccc2F)nc1C
(21) Fc1ccc(-c2csc3ncnc(N4CCc5ccccc5C4)c23)cc1
(22) Cc1ccc(C)c(N2CCN(C(=O)c3cc(S(=O)(=O)N4CCOCC4)ccc3F)CC2)c1
(23) CN(C(=O)CSc1nnc(Cc2cccc3ccccc23)n1N)C1CCS(=O)(=O)C1 (stereo not drawn)
(24) COc1ccc(CNCCc2ccc([N+](=O)[O-])cc2)c(OC)c1OC
Screen / compound no.	17	18	19	20	21	22	23	24
KCNH2 3.1 block	-16	-1	-4	6	-12	-6	13	13
TCR act	-8%	0%	14%	-29%	1%[46.1 µM]	-9%[46.1 µM]	-1%	-1%
Eya2 phos inh	0%	-15%	-11%	-4%	7%	-1%	-23%	-9%
Mito fusion yeast	-7%	-1%	?	20%	?	17%	-7%	-7%
TRPV1 ag	-2	0	6	7	7	?	-1	-1
ELG1 repair inh	6%	?	?	?	?	?	-6%	-17%
A-T KAP1 phos	-2%	3%	0%	13%	6%	0%	-5%	-12%
TSHR antagonist	3	-8	-9	4	-19	6	7	0
USP2a inh	-1%	3%	-3%	7%	-4%	-1%	2%	5%
hERG WT inh	-11	7	-12	2	-2	-8	-15	-27

(25) CCCCCC(=O)Nc1nc(C)c(-c2csc(Nc3ccccc3OC)n2)s1
(26) Cc1ccccc1-n1c(SCC(=O)N/N=C/c2ccccc2OCC(=O)O)nc2ccccc2c1=O
(27) COCCCN1C(=O)C(=O)/C(=C(/O)c2ccccc2)C1c1ccc2c(c1)OCO2 (stereo not drawn)
(28) NS(=O)(=O)c1ccc(-c2ccc(/C=C3\C(=O)Nc4cc(Cl)ccc43)o2)cc1
(29) CCCOc1ccc(Br)cc1/C=N/NC(=O)c1cc(OC)c(OC)c(OC)c1
(30) CCCc1cc(C(=O)N2CCN(S(=O)(=O)c3ccc(OC)c(OC)c3)CC2)cs1
(31) COc1cc(S(=O)(=O)N(Cc2ccc(C)cc2)Cc2ccco2)ccc1-n1cnnn1
(32) CC(C(=O)N1CCN(Cc2ccc3c(c2)OCO3)CC1)c1ccc([N+](=O)[O-])cc1 (stereo not drawn)
Screen / compound no.	25	26	27	28	29	30	31	32
KCNH2 3.1 block	-2	2	3	17	2	-19	-11	15
TCR act	-3%	16%	-3%	-2%	2%[46.1 µM]	·	-2%	-7%
Eya2 phos inh	-35%	0%	0%	5%	0%	-18%	-13%	-5%
Mito fusion yeast	5%	2%	1%	0%	-8%	1%	-2%	4%
TRPV1 ag	1	1	3	4	1	19	6	30
ELG1 repair inh	?	?	11%	4%	18%	?	?	-30%
A-T KAP1 phos	2%	7%	-10%	2%	20%	2%	·	7%
TSHR antagonist	-31	3	2	-17	19	-4	-9	-1
USP2a inh	0%	0%	-1%	-12%	9%	0%	3%	1%
hERG WT inh	5	-14	-14	-2	2	0	-3	0

(33) COCCNC(=O)NC(=O)COC(=O)C12CC3CC(CC(NC(C)=O)(C3)C1)C2
(34) CCOC(=O)C1=C(COC(=O)CNC(=O)c2cc(OC)c(OC)c(OC)c2)NC(=O)NC1C (stereo not drawn)
(35) CCC1CCC(N2CCN(c3ccccc3F)CC2)CC1 (stereo not drawn)
(36) C(=N\N=C\c1cccs1)/c1cccs1
(37) O=C(CCCN1C(=O)/C(=C\c2cccs2)SC1=S)Nc1cccc(C(=O)O)c1
(38) O=S(=O)(c1ccc2c(c1)OCCO2)N1CCN(c2cccc(Cl)c2)CC1
(39) CCOc1ccc(-c2noc(COC)n2)cc1OC
(40) CC12CC3CC(C)(C1)CC(C(=O)NC1=NCCS1)(C3)C2
Screen / compound no.	33	34	35	36	37	38	39	40
KCNH2 3.1 block	15	-2	0	-1	0	-15	-1	1
TCR act	0%	2%	2%	1%	0%	-6%	-1%	2%
Eya2 phos inh	2%	1%	3%	-7%	11%	-21%	14%	13%
Mito fusion yeast	1%	0%	0%	1%	-1%	14%	-3%	20%
TRPV1 ag	6	0	5	4	1	-4	0	?
ELG1 repair inh	-3%	23%	-1%	?	15%	?	?	-9%
A-T KAP1 phos	3%	-8%	1%	-5%	-7%	·	8%	·
TSHR antagonist	-13	2	6	-5	-21	-18	7	29
USP2a inh	-2%	0%	-1%	2%	0%	-7%	-1%	6%
hERG WT inh	-3	1	9	-1	1	3	3	-6

Filtered by structure: those above with a furan ring, fused or not (2)
(28) NS(=O)(=O)c1ccc(-c2ccc(/C=C3\C(=O)Nc4cc(Cl)ccc43)o2)cc1
(31) COc1cc(S(=O)(=O)N(Cc2ccc(C)cc2)Cc2ccco2)ccc1-n1cnnn1
Screen / compound no.	28	31
KCNH2 3.1 block	17	-11
TCR act	-2%	-2%
Eya2 phos inh	5%	-13%
Mito fusion yeast	0%	-2%
TRPV1 ag	4	6
ELG1 repair inh	4%	?
A-T KAP1 phos	2%	·
TSHR antagonist	-17	-9
USP2a inh	-12%	3%
hERG WT inh	-2	-3

Not all compounds are listed; rates above refer to the full screens.
